aSyn rescue: inhibitors of alpha-synuclein toxicity in yeast. Yeast expressing alpha-synuclein, growth rescue, BacTiter-Glo, 24 h. Potency, µM (highest dose often 46.1 µM), for the others: at the top dose growth rescue (activation), hits mostly activators. hit rate 0.14% among 370,000. AID 652106; also: % of control where 0% means no effect; nearly all actives have a fitted effect of over 65% in size
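Rescue of yeast growth: cells expressing toxic alpha-synuclein, induced in galactose at OD600 0.02, incubated with compound 24 h at 30 C. ATP luminescence quantified growth; inhibitors of toxicity appear as activators.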
PTHR1 ag: activates the human parathyroid hormone receptor PTHR1; HEK293 GP2 PTHR1 cells, GloSensor cAMP luminescence, 1 h; Potency, µM (series often up to 115 µM), inactives show top-dose activation, hits mostly activators; hit rate 0.075% among 410,000; AID 743266; also: nearly all actives have a fitted effect of over 55% in size; some results filed as inactive show a strong effect at the top dose; inactives centre near -15; many of its hits are not listed in these tables
Target sequence (Q03431 whole entry, looked up): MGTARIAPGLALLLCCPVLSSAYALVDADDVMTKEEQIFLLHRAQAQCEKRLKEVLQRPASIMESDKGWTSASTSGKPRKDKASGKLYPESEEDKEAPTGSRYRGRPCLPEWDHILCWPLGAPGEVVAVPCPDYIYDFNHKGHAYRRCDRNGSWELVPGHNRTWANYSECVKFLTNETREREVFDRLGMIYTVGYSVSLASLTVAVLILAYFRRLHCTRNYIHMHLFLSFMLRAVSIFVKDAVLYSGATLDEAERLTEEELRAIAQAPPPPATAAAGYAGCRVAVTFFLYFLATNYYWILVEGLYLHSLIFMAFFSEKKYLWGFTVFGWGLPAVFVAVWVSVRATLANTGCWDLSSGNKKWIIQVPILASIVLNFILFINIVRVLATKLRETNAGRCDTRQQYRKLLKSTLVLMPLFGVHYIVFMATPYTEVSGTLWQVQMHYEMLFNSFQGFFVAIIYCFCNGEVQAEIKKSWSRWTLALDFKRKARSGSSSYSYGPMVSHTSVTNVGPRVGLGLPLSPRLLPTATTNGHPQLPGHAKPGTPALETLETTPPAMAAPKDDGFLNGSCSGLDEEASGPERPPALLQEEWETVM
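HEK-293-derived GP2 cells expressing PTHR1 and a GloSensor cAMP reporter, 3,000/well, plated overnight, given luciferin plus IBMX (each 0.5 mM as added) for 1 h at 37 °C, then compound for 1 h at 37 °C. Luminescence was read after 15 min at room temperature.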
EPAC2 antag: blocks human EPAC2 exchange factor | AID 720708 | Potency, µM (highest dose often 114 µM), inactives show at the highest dose activity, negative = inhibition, usual class: inhibitors | EPAC2 GEF exchange of Rap1B-BODIPY-GDP, fluorescence | hit rate 0.18% among 360,000 | Q8WZA2; also: % is scaled to controls: 0 for no effect and ±100 for the full control effect; nearly all actives have a fitted effect of over 45% in size; many of its hits are not listed in these tables
EPAC1 ag: activates human EPAC1 exchange factor | O95398 | EPAC1 agonist qHTS, biochemical assay; response scale: 100% = response to 6.5 mM cAMP | Potency, µM (doses to about 154 µM), inactives show at the highest dose activation, hits mostly activators | hit rate 0.073% among 360,000 | AID 720707; also: nearly all actives have a fitted effect of over 60% in size
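Multi-concentration qHTS readout: loss of Rap1B-bound BODIPY-GDP fluorescence driven by 100 nM EPAC1 with excess GDP (50 uM), monitored kinetically at room temperature; agonist response expressed relative to 6.5 mM cAMP.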
FUS yeast rescue: FUS proteinopathy suppression in yeast; S. cerevisiae FUS-expressing, growth rescue, OD600, 24 h; Potency, µM (doses to about 76.6 µM), for inactives: at the highest dose growth rescue (activation), actives largely listed as activators; AID 1347120; hit rate 0.24% among 390,000;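 also: plate controls were DMSO vehicle for no effect and reference control for full effect; nearly all actives have a fitted effect of over 55% in size; some results filed as inactive show a strong effect at the top dose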
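Steps: raffinose overnight preculture; dilution to OD 0.005 in 2% galactose minimal medium; compound addition (concentration series); 24hr at 30C, 99% humidity; absorbance read at 600 nm.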
TDP43 rescue: inhibitors of TDP-43 toxicity in yeast; hit rate 1.8% among 410,000; AID 652104; Potency, µM (doses to about 46.1 µM), for inactives: at the top dose growth rescue (activation), hits mostly activators; TDP-43 expressing yeast growth rescue, BacTiter-Glo, 24 h; also: % of control where 0% means no effect; nearly all actives have a fitted effect of over 50% in size
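In this qHTS, compounds that restore growth of yeast expressing TDP-43 appear as activators. Cells (OD600=0.02, galactose medium, raffinose-pregrown) are incubated with compound 24 hr at 30 deg C and growth is quantified by BacTiter-Glo.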
EPAC1 antag: antagonists of human EPAC1. O95398. EPAC1 GEF assay, Rap1b-BODIPY-GDP exchange fluorescence. Potency, µM (doses to about 115 µM), for inactives: at the top dose activity change, negative = inhibition, hits mostly inhibitors. hit rate 0.14% among 360,000;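 also: plate controls were vehicle for no effect and positive control for full effect; nearly all actives have a fitted effect of over 50% in size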
EPAC2 agonist: agonists of human EPAC2 (RAPGEF4); hit rate 0.079% among 360,000; AID 720711; Potency, µM (doses to about 154 µM), without a hit: at the highest dose activation, hits mostly activators; EPAC2 activation, biochemical qHTS; response scale: 100% = 6.5 mM cAMP response; also: nearly all actives have a fitted effect of over 50% in size
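Exchange assay: 100 nM EPAC2 with 250 nM Rap1B-BODIPY-GDP and 50 uM GDP. Fluorescence (ex 480/em 540 nm) read every 5 min for 30 min at room temperature. Data normalized to 6.5 mM cAMP as agonist control.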
The depositor's hits bear a star; i = inactive; u = inconclusive; x = not tested or not shown; [ ] = remark or other dose. Calls follow the shape of the dose curve; as a rule, active = well fitted curve in the direction sought with a large enough effect; inconclusive = small, poorly fitted or top-dose-only effect, or another doubt; inactive = no such curve, though single readings can be large; an effect the other way counts as inactive or inconclusive. Potency is read from the fitted curve at half-maximal effect. Only part of the results is shown, so the mix of outcomes need not match the whole.

entry	compound	aSyn rescue	PTHR1 ag	EPAC2 antag	EPAC1 ag	FUS yeast rescue	TDP43 rescue	EPAC1 antag	EPAC2 agonist
1	O=C(c1cc(-c2cccs2)nn1-c1ccccc1)N1CCN(S(=O)(=O)c2ccccc2)CC1	16%	i	5%	-4%	46%	-18%	-11%	1%
2	COc1ccccc1C1=NN(C(=S)Nc2ccccc2)C(c2ccco2)C1 (configuration not stated)	1%	i	-1%	5%	x	1%	2%	3%
3	CCN(CC(=O)NC1CC1)S(=O)(=O)c1ccc(OC)cc1	7%	i	13%	-3%	-4%	0%	1%	-1%
4	Nc1ccc(Cl)c(NC(=O)c2cccs2)c1	-2%	i	4%	1%	-7%	21%	10%	1%
5	Cc1ccc(SCCN2C(=O)NC(C)(C)C2=O)cc1	3%	i	-4%	4%	x	5%	4%	-3%
6	Cc1ccc(-c2csc3nc(C(C)C)oc(=O)c23)c(C)c1	-12%	-29%	3%	-5%	5%	2%	-18%	2%
7	COC12NC(=O)N(C)C1(OC)C(=O)N(C)C(=O)N2C (configuration not stated)	-11%	i	0%	4%	x	3%	-5%	-1%
8	Nc1ccccc1-c1nc2ccccc2s1	1%	-12%	-2%	16%	-4%	-9%	0%	6%
9	COc1cc(C(=O)Nc2cc(-c3nc4cc(C)ccc4o3)ccc2C)cc(OC)c1OC	0%	i	8%	-7%	10%	15%	-3%	-5%
10	O=C(CCCc1ccccn1)c1cccc2ccccc12	-6%	i	-10%	8%	20%	27%	-6%	14%
11	COc1ccccc1S(=O)(=O)N[C@@H]1CC[C@@H](CCn2cc(C3CC3)nn2)O[C@@H]1CO	-1%	-14%	8%	-9%	0%	5%	19%	3%
12	O=C(COc1ccccc1)Nc1nnc(C23CC4CC(CC(C4)C2)C3)s1	u	i	10%	-3%	-1%	10%	-3%	-2%
13	Cc1ccc(NC(=O)CSc2nnc(CN3CCOCC3)n2C)cc1C	-13%	i	1%	3%	x	10%	-2%	1%
14	COc1ccccc1NC(=S)NC(=O)/C=C/c1ccco1	-2%	-5%	5%	11%	x	u	-2%	23%
15	O=C(CN1CCCCC1)Nc1nnc(-c2ccccc2)s1	1%	-3%	0%	7%	x	-28%	3%	4%
16	COc1ccccc1/C=C1\SC(=S)N(CCC(=O)NCCCN2CCOCC2)C1=O	0%	-9%	8%	-13%	9%	0%	10%	-3%
17	Cc1ccc(-c2c3c(=O)n(C)c(=O)n(C)c3cn2Cc2ccccc2)cc1	4%	-6%[57.5 µM]	3%	-1%	17%	-21%	7%	-4%
18	Cc1ccc(NC(=O)CN2CCN(Cc3ccccc3)CC2)cc1	-1%	i	4%	-8%	-22%	3%	6%	4%
19	COc1cc(CC(=O)Nc2cccc(S(=O)(=O)N(C)c3ccccc3)c2)cc(OC)c1OC	-1%	-38%[inhibitor]	-10%	11%	u	-16%	-21%	10%
20	NC(=O)c1ccc(NC(=O)COC(=O)C2COc3ccccc3O2)cc1 (configuration not stated)	1%	i	16%	-1%	-1%	23%	-4%	5%
21	Cc1cc(CN2C(=O)c3ccccc3C2=O)cc(N2CCOCC2)c1	19%	-5%[57.5 µM]	9%	0%	13%	14%	13%	1%
22	COc1ccc(CCNC(=O)c2cnn3c(C(F)F)cc(C)nc23)cc1OC	20%	i	7%	-24%	9%	u	-4%	8%
23	O=C(OCC(=O)N1CCOCC1)c1ccccc1OCc1ccccc1	8%	-10%	-6%	3%	-1%	6%	-2%	5%
24	CCOC(=O)C1CCN(S(=O)(=O)c2ccc3c(c2)N(C(C)=O)CC(C)S3)CC1 (configuration not stated)	14%	-33%	5%	-4%	3%	-13%	16%	3%
25	Cc1ccc(OCC(=O)NNC(=O)c2cccnc2)cc1	1%	i	-1%	4%	24%	0%	2%	5%
26	Cn1cccc1C(=O)OCC(=O)NNC(=O)c1ccc([N+](=O)[O-])cc1	3%	i	-1%	1%	16%	-15%	-24%	2%
27	CC(C)CSc1nc(N)nc2c1ncn2C1OC(CO)C(O)C1O (configuration not stated)	-5%	-6%	18%	-9%	20%	-20%	-14%	9%
28	O=C(Nc1cccnc1)c1ccc(Cl)c([N+](=O)[O-])c1	8%	i	4%	13%	1%	17%	0%	6%
29	N#Cc1ccccc1COC(=O)CCN=C1NS(=O)(=O)c2ccccc21	-10%	1%	-19%	6%	1%	-15%	8%	-6%
30	CC1CCCN(S(=O)(=O)c2ccc(C(=O)Nc3nnc(-c4ccco4)o3)cc2)C1 (configuration not stated)	3%	i	22%	5%	14%	27%	3%	-16%

6 successive compounds already listed, quoted:
entry	compound	aSyn rescue	PTHR1 ag	EPAC2 antag	EPAC1 ag	FUS yeast rescue	TDP43 rescue	EPAC1 antag	EPAC2 agonist
12	O=C(COc1ccccc1)Nc1nnc(C23CC4CC(CC(C4)C2)C3)s1	u	i	10%	-3%	-1%	10%	-3%	-2%
13	Cc1ccc(NC(=O)CSc2nnc(CN3CCOCC3)n2C)cc1C	-13%	i	1%	3%	x	10%	-2%	1%
14	COc1ccccc1NC(=S)NC(=O)/C=C/c1ccco1	-2%	-5%	5%	11%	x	u	-2%	23%
15	O=C(CN1CCCCC1)Nc1nnc(-c2ccccc2)s1	1%	-3%	0%	7%	x	-28%	3%	4%
16	COc1ccccc1/C=C1\SC(=S)N(CCC(=O)NCCCN2CCOCC2)C1=O	0%	-9%	8%	-13%	9%	0%	10%	-3%
17	Cc1ccc(-c2c3c(=O)n(C)c(=O)n(C)c3cn2Cc2ccccc2)cc1	4%	-6%[57.5 µM]	3%	-1%	17%	-21%	7%	-4%

Quoted from the listing:
Under EPAC2 agonist, Cc1ccc(NC(=O)CSc2nnc(CN3CCOCC3)n2C)cc1C has 1%
Under EPAC1 antag, O=C(c1cc(-c2cccs2)nn1-c1ccccc1)N1CCN(S(=O)(=O)c2ccccc2)CC1 has -11%

New compounds follow
entry	compound	aSyn rescue	PTHR1 ag	EPAC2 antag	EPAC1 ag	FUS yeast rescue	TDP43 rescue	EPAC1 antag	EPAC2 agonist
31	CCN(CC)CCn1c(C)nc2ccccc21	-11%	i	3%	12%	-25%	5%	3%	9%
32	CNC(=O)C1CC(=O)N(Cc2ccccc2)C(=Nc2ccc(OC)cc2)S1 (configuration not stated)	-2%	-8%[57.5 µM]	1%	0%	6%	24%	-16%	-8%
33	N#Cc1c(-c2ccccc2)cc(-c2ccccc2)nc1SCC(=O)NCC(=O)O	1%	i	10%	9%	13%	1%	-8%	8%
34	Cc1c(CC(=O)O)c(=O)oc2cc(OCc3ccc(F)cc3Cl)ccc12	1%	i	11%	5%	-6%	0%	-20%	16%
35	c1cnc(NCCNc2ncccn2)nc1	-13%	-9%[57.5 µM]	11%	0%	10%	-9%	17%	3%
36	CC(=O)N(Cc1cccnc1)Cc1cc2ccccc2[nH]c1=O	-4%	-4%[57.5 µM]	6%	0%	14%	4%	11%	-8%
37	Cc1ccc(-n2ccc(=O)c(C(=O)Nc3ccc(S(=O)(=O)Nc4onc(C)c4C)cc3)n2)cc1	0%	u	-6%	0%	33%	14%	-9%	5%
38	CC(C(=O)Nc1ccccc1)c1ccc(-c2ccccc2)c(F)c1 (configuration not stated)	1%	-80%[inhibitor][57.5 µM]	-1%	10%	-5%	-6%	-15%	22%
39	COc1ccc(CNCc2ccc(C(F)(F)F)cc2)cc1OC	-2%	-1%	14%	1%	15%	-21%	4%	3%
40	Cc1cnc(NC(=O)CSc2nnc(COc3ccccc3)o2)s1	-3%	i	14%	-13%	9%	-22%	15%	5%
41	O=C(NC1CCCCCC1)c1cc(S(=O)(=O)N2CCCCC2)ccc1N1CCOCC1	-2%	i	2%	1%	6%	-2%	7%	-1%
42	CCCCCCCCCC(=O)N[C@@H]1c2cc(OC)c(OC)cc2C[C@H]1OCc1ccccc1	1%	19%	2%	-13%	-17%	4%	11%	-12%
43	Cc1sc(NC(=S)NC(=O)c2ccco2)c(C#N)c1C	7%	-15%	-3%	9%	-1%	-12%	5%	10%
44	[O-][n+]1nc2ccccc2c2ccccc21	u	-13%	15%	-8%	u	28%	-7%	6%
45	Cc1ccc(O)c(NC(=O)c2cc(-c3ccccc3)on2)c1	1%	-22%	13%	0%	-4%	-10%	-14%	5%
46	Cc1ccc(C(=O)Cn2c(NCCO)nc3ccccc32)cc1	-1%	u	-1%	-13%	u	-15%	-21%	5%
47	O=C(O)C[C@H]1c2cc(F)ccc2S(=O)(=O)N1C1CCN(Cc2ccccc2)CC1	-2%	-8%	10%	0%	-14%	-2%	5%	14%
48	NC(=O)c1nsc(C(=O)N(c2ccccc2)C(C(=O)NCC2CCCO2)c2ccc(F)cc2)c1N (configuration not stated)	-16%	-3%	3%	4%	30%	-27%	-3%	6%
49	Cn1c(N)c(-c2ccccc2)c2ccc([N+](=O)[O-])cc2c1=O	-2%	i	1%	-10%	2%	4%	-24%	-9%
50	Cc1ccnn1-c1ccc(C(=O)N2CCCN(S(=O)(=O)c3ccc(F)cc3)CC2)cc1	-17%	-53%[inhibitor]	12%	-5%	13%	-15%	0%	11%
51	COC(=O)c1ccccc1NC(=O)Nc1cccc(C)n1	-2%	-12%	-4%	-9%	-15%	-4%	0%	-7%

Sorted by SMILES length (smallest number first): some entries from above
entry	compound	aSyn rescue	PTHR1 ag	EPAC2 antag	EPAC1 ag	FUS yeast rescue	TDP43 rescue	EPAC1 antag	EPAC2 agonist
40	Cc1cnc(NC(=O)CSc2nnc(COc3ccccc3)o2)s1	-3%	i	14%	-13%	9%	-22%	15%	5%
38	CC(C(=O)Nc1ccccc1)c1ccc(-c2ccccc2)c(F)c1 (configuration not stated)	1%	-80%[inhibitor][57.5 µM]	-1%	10%	-5%	-6%	-15%	22%
49	Cn1c(N)c(-c2ccccc2)c2ccc([N+](=O)[O-])cc2c1=O	-2%	i	1%	-10%	2%	4%	-24%	-9%
